Assay outcomes: PubChem BioAssay, National Center for Advancing Translational Sciences (NCATS)
Casp1 inh – blocks human caspase-1 allosterically or competitively; Caspase-1 enzyme, Ac-WEHD-AFC fluorogenic rate; AID 900; 75,000 compounds, 0.03% hits; P29466; Potency, µM (top dose mostly 57.5 µM), for inactives: at the highest dose activity change, negative = inhibition, most hits filed as inhibitors;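 further: potency means the concentration at half of the fitted maximal effect; plate controls were vehicle for no effect and no substrate for full effect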
BRCT PPI red – BRCT-phosphoprotein interaction inhibition (red fluorophore). P38398. BRCT-phosphopeptide binding, red fluorescence polarization. Potency, µM (titrated, usually from 76.9 µM), without a hit: at the highest dose activity change, negative = inhibition, hits mostly inhibitors. 75,000 compounds, 0.03% hits. AID 892; further: on the % scale 0 is the no-effect control and ±100 the full control effect
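Rhodamine-labelled pBACH1 10-mer (100 nM) bound to BRCT domain (100 nM) at pH 7.3; compounds incubated 12 min room temperature, polarization read. Free peptide defines full inhibition; unlabelled decapeptide titrated as control.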
Caspase-7 inhib – caspase-7 (human) inhibition, allosteric or competitive | recombinant caspase-7, Ac-DEVD-AFC fluorescence rate | Potency, µM (titrated, usually from 57.5 µM), inactives show at the highest dose activity change, negative = inhibition, usual class: inhibitors | 75,000 compounds, 0.02% hits | AID 889; active means well fitted inhibition curve with a large enough effect in the main read-out, with a control signal flat, not every such curve was filed as active; inconclusive means small, poorly fitted or top-dose-only effect, or a change in a side signal; further: potency means the concentration at half of the fitted maximal effect; % of control where 0% means no effect
Target sequence (P55210 24-198 limits assumed): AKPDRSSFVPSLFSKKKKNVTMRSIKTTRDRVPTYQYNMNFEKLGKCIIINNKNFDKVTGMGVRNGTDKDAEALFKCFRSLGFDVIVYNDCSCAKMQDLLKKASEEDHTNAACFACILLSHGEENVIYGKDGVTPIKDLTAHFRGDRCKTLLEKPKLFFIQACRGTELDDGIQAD
Target sequence (P55210 207-303 limits assumed): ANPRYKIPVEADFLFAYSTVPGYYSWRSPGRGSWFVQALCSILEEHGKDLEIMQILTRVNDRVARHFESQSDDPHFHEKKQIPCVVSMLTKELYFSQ
A350 autofl – compounds fluorescent in Alexa 350 spectral region | 59,000 compounds, 11% hits | Compound autofluorescence, 340/450 nm, Alexa 350 dye-equivalents; stronger effect = higher value | max dye-equivalent concentration, M; in the data active means max dye-equivalent concentration above about 10 nM; inconclusive means mostly about 1.1 nM to 9.6 nM
BRCT PPI green – blocks human BRCA1 BRCT binding to phosphopeptide, green readout; Potency, µM (titrated, usually from 76.9 µM), for the others: at the highest dose activity change, negative = inhibition, actives largely listed as inhibitors; 75,000 compounds, 0.05% hits; BRCA1 BRCT-phosphopeptide binding, green fluorescence polarization; P38398;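 further: potency means the concentration at half of the fitted maximal effect; plate controls were peptide without protein for full effect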
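Compounds were incubated for 12 min at room temperature with a complex of 100 nM fluorescein-tagged pBACH1 decapeptide and 250 nM His-tagged BRCT protein. Buffer was phosphate pH 7.3 with EDTA, DTT and Tween 20. Disruption of binding lowers the polarization signal.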
Texas Red fluor – compound fluoresces in the Texas Red spectral region; Compound fluorescence, Texas Red channel, 547/618 nm; stronger effect = higher value; max dye-equivalent concentration, M; 59,000 compounds, 0.06% hits; AID 587; in the data active means max dye-equivalent concentration above about 10 nM; inconclusive means between about 1.1 nM and that limit
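Dye-equivalent concentrations come from scaling compound signal (ex 547, em 618 nm) to six Texas Red standard concentrations run on every plate, after 15 min room-temperature incubation in pH 8.0 Tris (100 mM).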
4-MU autofl – compound fluoresces in the 4-MU spectral region | compound autofluorescence, 340/450 nm, 4-MU equivalents; stronger effect = higher value | max dye-equivalent concentration, M | 59,000 compounds, 11% hits | AID 589; in the data active means max dye-equivalent concentration above about 10 nM; inconclusive means mostly about 1.1 nM to 9.6 nM
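Compounds in 100 mM Tris, pH 8.0, incubated 15 min at room temperature, then fluorescence read at 340 nm excitation/450 nm emission. Signal converted to 4-MU dye-equivalent concentration using an on-plate six-point 4-MU standard curve.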
USP2a inhib – USP2a (human) protease inhibition | AID 927 | 60,000 compounds, 0.1% hits | O75604 | USP2a enzymatic assay, qHTS inhibition | Potency, µM (series often up to 38.3 µM), inactives show top-dose activity change, negative = inhibition, most hits filed as inhibitors;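 further: potency means the concentration at half of the fitted maximal effect; nearly all actives have a fitted effect of over 60% in size; plate controls were DMSO for no effect and NEM full inhibition control for full effect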
Target sequence (O75604 whole entry, looked up): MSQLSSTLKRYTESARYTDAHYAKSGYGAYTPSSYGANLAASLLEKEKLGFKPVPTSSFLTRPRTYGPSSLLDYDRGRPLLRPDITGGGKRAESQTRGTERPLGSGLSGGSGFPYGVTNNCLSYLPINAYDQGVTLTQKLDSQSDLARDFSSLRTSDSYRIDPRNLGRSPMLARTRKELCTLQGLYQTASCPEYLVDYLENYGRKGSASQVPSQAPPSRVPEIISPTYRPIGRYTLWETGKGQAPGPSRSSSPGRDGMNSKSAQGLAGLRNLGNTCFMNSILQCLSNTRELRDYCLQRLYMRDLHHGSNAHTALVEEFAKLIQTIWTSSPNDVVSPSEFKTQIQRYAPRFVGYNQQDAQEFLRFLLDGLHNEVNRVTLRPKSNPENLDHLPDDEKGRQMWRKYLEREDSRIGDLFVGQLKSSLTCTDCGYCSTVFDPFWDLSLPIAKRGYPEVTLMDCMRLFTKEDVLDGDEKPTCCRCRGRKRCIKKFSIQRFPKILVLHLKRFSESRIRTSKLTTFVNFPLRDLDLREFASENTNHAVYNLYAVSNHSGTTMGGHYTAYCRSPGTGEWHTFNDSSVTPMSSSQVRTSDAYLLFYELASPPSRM
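Coupled readout: USP2-cleaved Ub-PLA2 (20nM final) turns over NBD C6-HPC (20uM final), Ex 460nm/Em 535nm after 2.5 h, time-zero read flagging artifacts. Enzyme (20nM final, pH 8.0 Tris) given 30 min RT with compound first; NEM defines full inhibition.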
Fluorescein fluor – fluorescein region autofluorescence. max fluorescein-equivalent concentration, M. 59,000 compounds, 0.91% hits. AID 593. Compound autofluorescence, 480/540 nm, fluorescein-equivalent; stronger effect = higher value; in the data active means max fluorescein-equivalent concentration above about 10 nM; inconclusive means between about 1.1 nM and that limit
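Read-out is intrinsic compound fluorescence at 480/540 nm (excitation/emission), expressed as dye-equivalent concentration using a fluorescein standard series run on every plate. Compounds sat 15 min at room temperature in 100 mM Tris, pH 8.0.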
HEK293 cAMP cs – parental HEK293 cAMP activation (counter-screen). parental HEK293 CNG cAMP sensor, membrane potential fluorescence. Potency, µM (highest dose often 57.1 µM), for inactives: at the highest dose activation, hits mostly activators. 73,000 compounds, 2.5% hits; further: potency means the concentration at half of the fitted maximal effect; % of control where 0% means no effect; nearly all actives have a fitted effect of over 55% in size
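Counterscreen for endogenous-receptor signalling: CNG-channel HEK 293 cells report cAMP rise by membrane depolarization. After 60 min dye equilibration with 100 uM RO 20-1724, compounds incubated 30 min before bottom-read fluorescence at 590 nm.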
Rhodamine autofl – compound autofluorescence in rhodamine spectral region | Rhodamine-region fluorescence, 547/598 nm, Tris buffer; stronger effect = higher value | max dye-equivalent concentration, M | 59,000 compounds, 0.05% hits | AID 594; in the data active means max dye-equivalent concentration above about 11 nM; inconclusive means between about 1.1 nM and that limit
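Read-out is relative fluorescence at 547 nm excitation and 598 nm emission, expressed as dye-equivalent concentration using rhodamine standards on every plate. Each compound was profiled across a concentration series after 15 min in 100 mM Tris, pH 8.0.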
The depositor's hits bear a star; i = inactive; ? = inconclusive; . = no result given; [ ] = dose if it differs, or a comment. Unless noted, the call rests on the fitted dose curve; in most records, active means well fitted curve in the direction sought with a large enough effect; inconclusive means small, poorly fitted or top-dose-only effect, or another doubt; inactive means no such curve, though single readings can be large; an effect the other way counts as inactive or inconclusive.

SMILES | Casp1 inh | BRCT PPI red | Caspase-7 inhib | A350 autofl | BRCT PPI green | Texas Red fluor | 4-MU autofl | USP2a inhib | Fluorescein fluor | HEK293 cAMP cs | Rhodamine autofl
CCN(CC)S(=O)(=O)c1ccc(-c2nnc(SCC(=O)N3c4ccccc4CC3C)o2)cc1 (stereo unspecified) | -2% | -0.9% | 0% | i | -1.1% | i | i | . | i | 23% | i
CCCSc1nnc2n(C)c(=O)c3c4c(sc3n12)CCC4 | . | . | . | i | . | i | i | . | i | . | i
Cc1cccc2cc(CN(CC3CCCO3)C(=O)NC3CCCCC3)c(=O)[nH]c12 (stereo unspecified) | 0% | -1.8% | -14% | i | -0.8% | ? | i | . | i | 14% | i
CC1(C)[C@@H]2CC[C@]1(CC(=O)O)[C@H](Cl)C2 | 3%[11.5 µM] | -1.5%[15.4 µM] | -1%[11.5 µM] | i | -3.7%[15.4 µM] | i | i | . | i | -10%[11.4 µM] | i
Cn1ccnc1Sc1nc2c(c(=O)n(C)c(=O)n2C)n1C | 3% | 0.7% | -3% | i | -1.0% | i | i | 1% | i | 4% | i
CCOC(=O)C1=C(C)NC2=C(C(=O)CC(c3ccc(OC)c(OC)c3)C2)C1c1ccc(C)o1 (stereo unspecified) | -8% | -0.9% | -14% | ? | -1.8% | i | ? | 163%[activator] | i | 6% | i
Cn1c(=O)n(CC(=O)Nc2ccccc2)c2ccccc21 | . | . | . | i | . | i | i | . | ? | . | i
C=CCn1c(=O)c(C(=O)Nc2ccccc2O)c(O)c2ccccc21 | -11% | 1.9% | -9% | 3.2e-08M* | -1.6% | i | 3.3e-08M* | 23% | i | ? | i
CC1CC(C)CN(CC(=O)Nc2ccc(S(N)(=O)=O)cc2)C1 (stereo unspecified) | 1% | 0.8% | 1% | i | -1.6% | ? | i | 3% | i | 9% | i
COc1ccc(NC(=O)c2c(SC)nsc2SC)cc1 | -1% | 0.5% | 3% | i | 1.8% | i | i | 3% | ? | 16% | i
O=C(NCCc1ccccc1)c1ccc(=O)oc1 | 0% | -0.5% | -1% | ? | -1.0% | i | ? | -4% | ? | 1% | i
CCOc1ccc(C(=O)CCN2CCCCC2)cc1 | -1% | 0.2% | 1% | i | -2.6% | i | i | -3% | i | ? | i
COc1ccc(OC)c(NC(=O)C2CCN(S(C)(=O)=O)CC2)c1 | -1% | -0.7% | 1% | i | -2.8% | i | i | -6% | ? | 0% | i
O=C(Nc1ccc(Br)cn1)c1ccc2nccnc2c1 | 0% | 1.6% | -2% | i | -0.2% | ? | i | 10% | i | -9% | i
C=CCn1c(=O)c2ccccc2n2c(SCc3nc(N)nc(Nc4ccccc4C)n3)nnc12 | 0% | -0.3% | -1% | i | 0.5% | i | i | 24% | i | 8% | i
COc1ccc(Cl)cc1N1C(=O)C2CCCN2C1c1ccccc1F (stereo unspecified) | -3% | 0.2% | -3% | . | 0.6% | . | . | . | . | 11% | .
O=C(O)CSC1CC(=O)N(c2ccc(Cl)cc2)C1=O (stereo unspecified) | 0% | -0.9% | 0% | i | 1.2% | i | i | -7% | i | -4% | i
CCCCOc1ccccc1NC(=O)CSc1nnnn1C(C)(C)C | 0% | -1.2% | -2% | i | -3.0% | i | i | ? | i | ? | i
CN(Cc1ccccc1)c1nc2c(c(=O)[nH]c(=O)n2C)n1C | 0% | -1.7% | 0% | i | -3.1% | i | i | -1% | ? | -6% | i
O=C(NC1CCCCC1)n1c(=O)oc2ccccc21 | -2% | 0.2% | -1% | i | -0.5% | i | i | -4% | i | -2% | i
CC12CC(NC(=O)N1c1ccc(C(=O)N3CCN(c4ccc(F)cc4)CC3)cc1)c1ccccc1O2 (stereo unspecified) | 2% | -0.4% | 3% | i | -2.4% | i | i | 36%[activator] | i | 16% | i
NC(=O)C1CCN(C(=S)c2cccs2)CC1 | 1% | -0.3% | -2% | i | -3.3% | i | i | -4% | i | -1% | i
CN1C(=O)NC(c2ccccc2)C2=C1CN(Cc1ccccc1)C2=O (stereo unspecified) | . | . | . | i | . | i | i | . | ? | . | i
COc1cccc(Oc2cncnc2-c2ccc(OC)cc2O)c1 | -1% | 1.4% | -2% | i | -0.8% | i | i | -2% | i | 3% | i
Clc1ccc(CSc2ncccn2)cc1 | -1% | 0.2% | 1% | i | 1.3% | i | i | -5% | i | 5% | i
O=c1c2c3c(sc2nc2sc(C4CC4)nn12)CCCC3 | -7% | 0.8% | -17% | ? | -1.2% | ? | ? | 3% | i | 6% | i
COc1ccccc1CC(=O)Nc1ccc(O)cc1C(=O)O | 0% | -0.6% | -3% | ? | -0.6% | i | ? | -3% | i | 9% | i
CC1=Nn2c(nnc2-c2cc(-c3ccccc3)n[nH]2)SC1 | -1% | -1.4% | 0% | i | 0.3% | ? | i | 9% | i | -5% | i
CC(C)(C)c1nc2ccccc2c2nnc(SCC(=O)NCc3ccco3)n12 | -1% | -1.3% | 3% | i | -0.1% | i | i | . | i | ? | i
Cc1nnc(N(CCC#N)CCC#N)s1 | 0% | -0.5% | 0% | i | -1.3% | ? | i | 3% | i | 6% | i
O=C(Nc1nncs1)C1COc2ccccc2O1 (stereo unspecified) | 0% | -1.7% | 3% | ? | -0.6% | i | ? | -9% | i | 2% | i
CCCCCC(=O)c1cc(CC(C(=O)OC)C(=O)OC)cc2cc(OC)c(OC)cc12 | -3%[11.5 µM] | -2.9%[15.4 µM] | -2%[11.5 µM] | . | -1.7%[15.4 µM] | . | . | . | . | 23%[11.4 µM] | .
Nc1ncnc2c1ncn2[C@@H]1O[C@H](COP(=O)(O)O)[C@@H](O)[C@@H]1O | -2%[25.7 µM] | -1.2%[34.4 µM] | 1%[25.7 µM] | i | -0.2%[34.4 µM] | i | i | 2%[17.1 µM] | ? | -7%[25.6 µM] | i
CN(c1cccc(NC(=O)CCSc2ccccc2)c1)S(C)(=O)=O | 5% | -0.4% | 0% | i | -0.5% | i | i | -3% | i | 5% | i
Cc1ccccc1C(=O)Nc1ccc2nc3n(c(=O)c2c1)CCC3 | -4% | -0.9% | -2% | . | 1.6% | . | . | . | . | -5% | .
C=CCOc1cccc(C2c3c(oc4ccc(F)cc4c3=O)C(=O)N2CCCN2CCOCC2)c1 (stereo unspecified) | -6% | -1.7% | -6% | . | -2.5% | . | . | . | . | -12% | .
COc1cccc(NC(=O)Cc2cn(C)c3ccccc23)c1 | -1% | -1.1% | 1% | i | -0.2% | i | i | 3% | i | 8%[2.29 µM] | i
O/N=C/c1ccc(OCC(O)COc2ccc(/C=N/O)cc2)cc1 | . | . | . | i | . | i | i | . | i | . | i
O=C(CSCc1cnn(-c2ccccc2)c1-n1cccc1)NCC1CCCO1 (stereo unspecified) | 0% | 1.6% | -3% | i | -9.1% | i | i | 6% | ? | 21% | i
COc1ccccc1N1CCN(C2CCN(C(=O)c3cc(OC)c(OC)c(OC)c3)CC2)CC1 | . | . | . | i | . | i | i | . | ? | . | i
O=C(CSc1nc(-c2ccccc2)cs1)N1CCN(C(=O)c2ccco2)CC1 | -1% | 0.8% | 0% | i | 2.1% | i | i | 6% | i | ? | i
CCCCC(=O)Nc1ccc(N2CCN(S(C)(=O)=O)CC2)cc1 | -1% | -1.0% | 1% | i | -0.8% | i | i | 2% | i | -2% | i
COc1ccc(OC)c(-n2cc3c(=O)n(C)c(=O)n(C)c3c2)c1 | -2% | -0.1% | 1% | i | -3.4% | i | i | 16% | ? | 1% | i
COc1cc(NC(=O)c2nccnc2C(=O)O)cc(OC)c1 | -1% | 0.9% | 0% | . | -2.2% | . | . | . | . | ? | .
COc1ccc(Cl)cc1-c1n[nH]c(=S)o1 | -1% | -1.0% | -3% | ? | -0.1% | i | i | ? | i | 3% | i
COC(=O)c1ccc(CSc2nc3c(cnn3-c3ccccc3)c(=O)[nH]2)o1 | -4% | 1.9% | 1% | i | -0.3% | i | i | 15% | i | -5% | i
Cc1ccc(SCC(=O)N2CCCC2)cc1 | -1% | -1.8% | 0% | . | 0.0% | . | . | 2%[7.66 µM] | . | 10%[11.4 µM] | .
OC(CN1CCCCC1)CN(c1ccccc1)c1ccccc1 (stereo unspecified) | -1% | 0.7% | 0% | i | -2.3% | i | i | -16% | i | 29% | i

Whole records, looked up by structure.
CCCSc1nnc2n(C)c(=O)c3c4c(sc3n12)CCC4 is entered as Casp1 inh = .; BRCT PPI red = .; Caspase-7 inhib = .; A350 autofl = i; BRCT PPI green = .; Texas Red fluor = i; 4-MU autofl = i; USP2a inhib = .; Fluorescein fluor = i; HEK293 cAMP cs = .; Rhodamine autofl = i
O=C(Nc1ccc(Br)cn1)c1ccc2nccnc2c1 is entered as Casp1 inh = 0%; BRCT PPI red = 1.6%; Caspase-7 inhib = -2%; A350 autofl = i; BRCT PPI green = -0.2%; Texas Red fluor = ?; 4-MU autofl = i; USP2a inhib = 10%; Fluorescein fluor = i; HEK293 cAMP cs = -9%; Rhodamine autofl = i

Only part of the results is shown; the hit share may differ from the screen's.
